PvdQ acylase: P. aeruginosa PvdQ acylase inhibitors, primary screen, biochemical, fluorescence, plate reader and imaging, single point | PvdQ acylase [Pseudomonas aeruginosa LESB58] | purified PvdQ acylase | inhibition, % at 10 µM | 0.063% of 340,000 active | AID 488965, 2010; in the data active means inhibition above about 30%, passing the limit was not always enough;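 further: 0% = vehicle neutral wells and 100% = reference inhibitor wells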
Cardiac RTF inh: cardiac RTF calcium sensitivity inhibitors, primary screen, biochemical, IANBD-TnC fluorescence, EC70 calcium; AID 493244, 2011; IANBD-labeled cardiac RTF, Ca2+ fluorescence; inhibition, % at 7.15 µM; 0.12% of 340,000 active;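 active means inhibition above the mean inhibition of all tested compounds plus 3 SD, cut at about 17% in these data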;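 further: assay run at fixed EC70 calcium of 1.6 mM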
Rtt109 HAT inh: inhibitors of C. albicans Rtt109/Vps75 HAT, primary screen, biochemical, ThioGlo CoA-SH fluorescence, plate reader; purified Rtt109/Vps75, 4 h; Histone acetyltransferase RTT109 (Candida albicans (strain SC5314 / ATCC MYA-2876)), …; 0.16% of 330,000 active; inhibition, % at 34.9 µM;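 active means inhibition of at least 50% in every replicate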
Target sequence (Q5AAJ8 whole entry, looked up): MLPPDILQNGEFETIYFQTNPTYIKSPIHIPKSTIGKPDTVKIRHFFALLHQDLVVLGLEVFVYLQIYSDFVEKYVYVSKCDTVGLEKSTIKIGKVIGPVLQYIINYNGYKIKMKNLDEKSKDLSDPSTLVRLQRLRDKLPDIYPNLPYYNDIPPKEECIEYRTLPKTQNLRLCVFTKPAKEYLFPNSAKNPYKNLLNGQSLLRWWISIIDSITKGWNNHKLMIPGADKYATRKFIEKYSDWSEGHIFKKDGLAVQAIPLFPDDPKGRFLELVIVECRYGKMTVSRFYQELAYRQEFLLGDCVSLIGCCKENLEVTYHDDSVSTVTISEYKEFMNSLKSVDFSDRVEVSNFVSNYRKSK
NSD2 inh: NSD2 histone methyltransferase inhibitors, primary screen, biochemical, AlphaScreen, single concentration, set 2 | NSD2 peptide methylation, 120 min | inhibition, % at 12.5 µM | 0.54% of 310,000 active; in the data active means inhibition above about 50%
C-LANA FP: inhibitors of KSHV C-LANA binding to DNA, primary screen, biochemical, fluorescence polarization, FAM-LBS DNA, MBP-C-LANA, single point; Kaposi's sarcoma herpesvirus LANA C-terminal domain (residues 932-1162) DNA binding; inhibition, % at 9 µM; 0.078% of 340,000 active; AID 504423, 2011;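 active means highest replicate inhibition at or above 60% at 9 µM, even if other replicates fall short; inactive means all replicates below 60% inhibition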;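 further: 0% = neutral control wells and 100% = 4 µM acridine orange control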
CDK5 p35 inh: inhibitors of human CDK5/p35 kinase, primary screen, biochemical, single concentration. Cyclin-dependent kinase 5 (Homo sapiens) + Cyclin-dependent kinase 5 activator 1 (Homo …. Recombinant CDK5/p35, ADP-Glo luminescence, 60 min. inhibition, % at 10 µM. 0.01% of 330,000 active;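 active means highest replicate inhibition of at least 50% and at least 75% of replicates reaching 50%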;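 further: plate controls were DMSO neutral control for no effect and GW8510 at 10 µM for full effect; many of its hits are not listed in these tables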
cardiac RTF act: cardiac RTF calcium sensitivity activators, primary screen, biochemical, IANBD-TnC fluorescence, EC20 calcium | 0.24% of 340,000 active | activation, % at 7.2 µM | Troponin I, cardiac muscle (Homo sapiens) + Troponin T, cardiac muscle (Homo sapiens) + … | IANBD-labeled TnC RTF fluorescence at EC20 calcium; 0% EC20 calcium, 100% full calcium;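 active means activation above the mean over all tested compounds plus 3 SD, cut at about 30% in these data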;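 further: rise in fluorescence read as greater calcium sensitivity of cardiac thin filaments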
dFosB activator: activators of delta FosB homodimer, primary screen, biochemical, fluorescence polarization, TAMRA-CDK5 oligo, single point; activation, % at 25 µM; purified delta FosB; percent of positive-control signal above neutral wells; 0.99% of 340,000 active;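 active means mean activation above about 17%, with every replicate also reaching it, limit read from the data, passing the limit was not always enough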;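 further: fluorescence polarization rise as delta FosB binds a TAMRA Cdk5 AP-1 oligo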
Target sequence (P13346 whole entry, looked up): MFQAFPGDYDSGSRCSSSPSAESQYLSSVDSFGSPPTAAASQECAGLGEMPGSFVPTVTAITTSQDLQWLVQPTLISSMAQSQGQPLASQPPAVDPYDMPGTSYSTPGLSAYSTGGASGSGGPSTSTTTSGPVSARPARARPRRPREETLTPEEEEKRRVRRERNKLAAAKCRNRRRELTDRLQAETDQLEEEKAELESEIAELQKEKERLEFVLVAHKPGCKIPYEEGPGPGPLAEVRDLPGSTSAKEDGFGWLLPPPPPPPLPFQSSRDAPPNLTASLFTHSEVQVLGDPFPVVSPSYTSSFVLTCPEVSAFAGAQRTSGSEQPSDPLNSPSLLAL
SUMO Mot1 rescue: yeast Mot1-301 growth rescue at high temperature, primary screen, SUMOylation pathway inhibitor project, S. cerevisiae, ATP luminescence, 38.5C | S. cerevisiae Mot1-301 growth rescue; percent above DMSO median, 100 means doubled | growth rescue, % at 18.8 µM | 1% of 320,000 active;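 active means every valid replicate shows activation above 250% relative to neutral control wells; inactive means the rest, any valid replicate at or below 250%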;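 further: OY570 slx delta 5 strain wells were the positive control but not used for scaling; some compounds called inactive have numbers as strong as hits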
Keap1-Nrf2 PPI: Keap1-Nrf2 protein-protein interaction inhibitors, primary screen, biochemical, fluorescence polarization, single point | Keap1 Kelch-Nrf2 peptide fluorescence polarization, 1536-well | inhibition, % at 9.4 µM | 0.15% of 340,000 active; in the data active means inhibition above about 12%;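 further: human Keap1 Kelch domain with fluorescein labeled Nrf2 9mer peptide probe; 0% = neutral control wells and 100% = peptide positive control; higher means more block of Keap1 binding to Nrf2 peptide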
PfHsp90 yeast 2: growth inhibition of PfHsp90-expressing yeast, primary screen, antimalarial PfHsp90 inhibitor project, S. cerevisiae, BacTiter-Glo luminescence, single point, set 2 | BacTiter-Glo ATP, 48 h; yeast lacking PDR1 and PDR3 efflux regulators | inhibition, % at 9.4 µM | 0.32% of 310,000 active | AID 504621, 2011;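 active means every replicate shows inhibition above about 80%, whatever the replicate mean, limit read from the data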;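 further: 0% = DMSO neutral controls and 100% = 20 µM radicicol positive controls; yeast relying on Plasmodium falciparum Hsp90 in place of its own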
* hit, by the source's call; / = not tested or not shown.

SMILES	PvdQ acylase	Cardiac RTF inh	Rtt109 HAT inh	NSD2 inh	C-LANA FP	CDK5 p35 inh	cardiac RTF act	dFosB activator	SUMO Mot1 rescue	Keap1-Nrf2 PPI	PfHsp90 yeast 2
Cc1ccc(C(=O)N/N=C/c2c(O)ccc3ccccc23)cn1	16	16	4	22	2.8	0.5	-32	-2	6	5	-22
O=C(COC(=O)Cc1ccccc1[N+](=O)[O-])NNC(=O)c1ccc([N+](=O)[O-])cc1	-5	-8	1	3	-0.8	1.9	-8	-10	-2	-1	-9
CCOc1ccc(-c2cn(-c3cccc(SC)c3)c(=O)[nH]2)cc1	-15	-7	-9	-1	1.0	-0.2	3	-6	-13	0	-13
COc1ccc(N(C(=O)C(C)C)S(=O)(=O)c2cccc([N+](=O)[O-])c2)cc1	1	-16	-3	-4	1.2	-1.8	0	-8	3	-2	-27
Cc1ccc(CSCCNS(=O)(=O)c2ccc(C)cc2)cc1	-13	-6	-1	-2	0.5	-1.5	-2	-3	-8	6	-6
O=C(Cc1ccc(S(=O)(=O)N2CCOCC2)s1)N1CCN(S(=O)(=O)c2ccccc2F)CC1	-3	-5	-6	-1	0.5	0.4	-4	-4	/	-1	/
CCOC(=O)N1CCC(NC(=O)CN2C(=O)COc3ccc(C(C)(C)C)cc32)CC1	-6	-7	17	-2	-0.7	-2.1	-9	-15	13	0	-2
Cc1ccc(CS/C(Nc2ccccc2C)=C(\C#N)C(=O)NCc2ccco2)c(C)c1	0	-5	29	1	-0.6	-0.4	0	-10	-29	-2	-33
O=S(=O)(c1ccc2c(c1)CCCN2)N1CCCC1	-13	-3	-5	-1	4.8	2.5	2	-3	-2	4	3
CS(=O)(=O)N(CC(=O)N1CCN(Cc2ccccc2)CC1)Cc1ccccc1	0	-4	3	-2	0.2	-0.6	2	-10	-1	-1	-2
Cc1ccc(NC(=O)CN(C)CC(=O)Nc2cccc(F)c2)cc1[N+](=O)[O-]	-14	-6	-4	4	-0.2	-4.7	4	-9	22	-1	/
COc1cccc(CN(C(=O)COc2ccc(Cl)cc2)C2CCS(=O)(=O)C2)c1 (stereo not given)	-7	-2	-34	-4	0.3	-0.1	-2	-15	27	-7	-18
O=C(NC1(C(=O)O)CCCC1)C(Cl)Cl	-17	-6	-3	-1	-1.6	2.8	5	-1	/	-5	3
COc1ccc(Cn2c(=O)[nH]c3cc(C(=O)NCCc4ccc(S(N)(=O)=O)cc4)ccc3c2=O)cc1	-13	-2	4	-1	1.0	-0.1	1	14	3	-6	-8
CCOC(=O)c1c(C)[nH]c(C(=O)NCC(c2ccco2)N2CCCCC2)c1C (stereo not given)	-18	-16	-1	-1	-0.2	-11	0	-2	12	-5	1
CC1(C)CNc2cc(N)ccc2S1	-12	-2	1	/	8.4	0.9	2	-10	-23	-1	-13
CC(=O)OCc1c(C)cc(C)c(/C=C(/C#N)C(N)=O)c1C	-18	-10	3	-3	0.3	0.0	5	-4	4	-6	/
COC(=O)CCC(=O)Nc1cccc([N+](=O)[O-])c1	6	-1	/	6	1.2	0.2	-2	-1	563	-2	5
COc1ccc2c(OC)cc(-c3ccccc3)nc2c1	-15	-6	-8	3	1.2	1.3	-6	-32	2	-6	-3
O=S(=O)(c1ccc(Br)cc1)N1CCn2c(nc3ccccc32)C1	-15	-3	-4	/	0.0	-0.5	-1	-4	-4	1	-7
CC(C)n1ncc2c(C(=O)NCCOc3ccccc3F)cc(C3CC3)nc21	-6	-9	-6	-3	1.3	0.2	1	-11	35	-8	-20
Cc1ccc(S(=O)(=O)Nc2ccc3c(c2)nc(CCN2CCOCC2)n3C)cc1	-8	-18	-3	-3	1.2	-0.7	2	-9	-1	-2	-60
Cc1cc(C)c(NC(=O)Cn2nnc(C(=O)NCc3cccs3)c2N)c(C)c1	-8	-7	-4	3	-0.1	-1.6	1	12	102	3	-30
Cn1nc(OC(=O)Nc2ccc(F)cc2)cc1C(F)(F)F	-17	3	-2	21	1.5	0.3	-3	6	-4	-6	-1
Cc1ccc(S(=O)(=O)N2C[C@@H]3[C@H]4CC[C@H](C4)[C@@H]3[C@@H](C)[C@H]2c2ccn(Cc3ccccc3)c2)cc1	-2	-2	1	/	-1.9	1.9	-6	-4	/	-7	4
O=C(c1ccc(CS(=O)Cc2ccc(Cl)cc2)o1)N1CCN(c2ccccc2)CC1 (stereo not given)	-6	-9	4	4	-1.1	-0.6	-3	-12	0	2	-12
CSc1ccc(CCNS(=O)(=O)c2c(C)[nH]c(C)c2C(=O)N2CCCCC2)cc1	0	-17	-6	14	1.0	-0.5	-3	-3	17	2	-2
Oc1c(C(c2cccs2)N2CCN(c3ccc(F)cc3)CC2)sc2ncnn12 (stereo not given)	-65	-3	3	/	0.0	1.7	3	-9	9	3	-5
CSCCC(NC(=O)c1ccco1)C(=O)OCC(=O)N1c2ccccc2NC(=O)C1(C)C (stereo not given)	-6	-6	-3	1	0.9	-2.9	0	-14	-12	-1	-16
COCCSc1ccccc1C(=O)Nc1ccc2c(c1)OCCO2	-1	-6	-6	15	2.8	-1.4	4	3	5	4	4
O=C(NCc1ccco1)C1CCN(S(=O)(=O)Cc2ccccc2)CC1	-9	3	2	-1	0.7	0.5	5	8	-1	-1	-8
Cc1cc(NC(=O)c2cccc(Cl)c2)n[nH]1	-19	-7	2	/	0.3	0.7	2	-10	-10	-7	2
COc1ccc2[nH]c3c(c2c1)CCN1C(=O)C(CC(=O)NCCC2=CCCCC2)C[C@H](C(=O)N2CCCCC2)[C@@]31C (stereo not given in full)	6	-4	-5	/	0.2	10	-3	-12	/	-1	-4
N#Cc1ccc(Cl)cc1NC(=O)COC(=O)[C@H](CCC(N)=O)NC(=O)c1ccc(F)cc1	-9	-16	-1	-1	-1.0	0.0	0	-9	-18	3	-7
COCCNc1nc(C)c(C(C)=O)s1	-3	-1	7	2	1.6	2.5	2	-11	61	-7	44
Nc1[nH]n2c(=O)c3c(nc2c1N=Nc1ccccc1)CCCC3	3	14	16	/	-1.4	0.1	-3	-12	17	-3	-4
Cc1ccc(NCCCn2cnc3c(OCc4ccccc4)ncnc32)cc1C	3	2	4	/	3.4	1.6	-6	-24	/	4	18
CC1CCCN(C(=O)c2ccc(COc3ccccc3Br)cc2)C1 (stereo not given)	-8	-5	-2	-2	0.3	1.7	0	-9	-6	1	7
O=C(COC(=O)C1=NN(c2ccccc2)C(=O)CC1)NCc1ccccc1Cl	-9	5	-9	3	-1.2	1.8	4	-3	-1	-3	-41
CCOc1ccc(N2C(=O)CC(Sc3ncccn3)C2=O)cc1 (stereo not given)	-4	-23	-4	-2	-0.4	0.6	1	-1	-30	-1	/
COc1ccccc1-n1c(SCC(N)=O)nc2sc3c(c2c1=O)CCC3	-9	7	4	-2	-0.3	-0.6	-2	3	4	-1	-21
CCN(C(=O)COC(=O)/C=C/c1ccc(C)o1)c1c(N)n(Cc2ccccc2)c(=O)[nH]c1=O	-7	-10	7	-2	-1.8	-1.4	-7	5	/	-5	-6
CNc1c([N+](=O)[O-])cnn1-c1cccc(Cl)n1	5	4	-4	2	0.3	0.9	4	-4	-22	-2	-9
O=S1(=O)CCO[C@H]2Cc3ccccc3[C@H]2N1Cc1ccccc1F	-14	0	-4	/	-2.7	0.6	-9	1	62	0	19
COc1ccc(N=Cc2sc3ccccc3c2Cl)cc1	-11	-7	-1	36	-1.8	-2.8	-1	1	-6	-4	-9
O=C(O)CCCCCN1C(=O)/C(=C\c2ccncc2)SC1=S	3	-14	10	-6	-1.5	-0.7	4	-3	-1	-4	-7
S=c1[nH]nc(-c2cccnc2)n1/N=C/C=C/c1ccccc1	12	7	/	2	-1.6	4.4	-2	-4	/	-6	-1
Cc1ccccc1Cn1nnc(C(=O)Nc2ccc3c(c2)OCCO3)c1N	-6	8	9	0	-1.4	0.0	-1	2	/	-2	4
COc1cccc(Nc2c3c(nc4c(-c5ccccc5)c(C)nn24)CCC3)c1	-10	-15	-11	-4	2.1	0.5	0	-7	/	0	-1
CSc1nnc(Cc2cc(=O)[nH]c(=O)[nH]2)n1-c1cccc(C)c1	-6	-12	-3	-5	2.2	0.2	-1	-5	352*	8	3
Later entries
SMILES	PvdQ acylase	Cardiac RTF inh	Rtt109 HAT inh	NSD2 inh	C-LANA FP	CDK5 p35 inh	cardiac RTF act	dFosB activator	SUMO Mot1 rescue	Keap1-Nrf2 PPI	PfHsp90 yeast 2
COc1ccc(OC)c(NC(=O)COC(=O)/C=C/c2ccccc2Cl)c1	-15	-15	-1	-2	-0.1	0.3	-1	2	/	-2	-39
COc1ccc(C2OCC3(CO2)SC(=O)NC3=O)cc1 (stereo not given)	3	-6	1	0	0.6	0.6	-1	-1	-17	1	7
COc1cccc(C(=O)NCC(c2cccnc2)N2CCN(c3ccccc3OC)CC2)c1 (stereo not given)	-12	-10	6	/	0.7	-2.1	2	-11	3	-2	54
COC(=O)c1cc(S(=O)(=O)Nc2nn(C)c3cccc(F)c23)oc1C	-4	0	11	-2	-0.3	-0.5	-9	-2	24	4	14
Cc1ccc(COc2coc(CN3CCN(C(=O)c4ccco4)CC3)cc2=O)cc1	-3	-4	-9	1	-1.6	1.5	-9	-6	/	0	-14
S=C(c1ccc(-c2ccc(Cl)cc2)o1)N1CCCCC1	-10	-9	-14	7	-0.9	-2.7	-3	5	-12	-2	-23
CCCOc1ccc(OCCNC2CCCC2)cc1	-16	-5	-22	7	0.1	-2.2	2	4	5	-7	7

Entries listed so far with bromine, in the order listed:
SMILES	PvdQ acylase	Cardiac RTF inh	Rtt109 HAT inh	NSD2 inh	C-LANA FP	CDK5 p35 inh	cardiac RTF act	dFosB activator	SUMO Mot1 rescue	Keap1-Nrf2 PPI	PfHsp90 yeast 2
O=S(=O)(c1ccc(Br)cc1)N1CCn2c(nc3ccccc32)C1	-15	-3	-4	/	0.0	-0.5	-1	-4	-4	1	-7
CC1CCCN(C(=O)c2ccc(COc3ccccc3Br)cc2)C1 (stereo not given)	-8	-5	-2	-2	0.3	1.7	0	-9	-6	1	7

Compound activity from PubChem.
